KCNQ1 act: potentiators or activators of human KCNQ1 potassium channel | P51787 | CHO-K1 KCNQ1, thallium flux FluxOR fluorescence; stronger effect = higher value | B-score at 10 µM | actives 0.35% (n = 310,000) | AID 2648;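 active means fluorescence ratio B-score, a plate-corrected score, at least three library SD, with initial intensity B-score within 5 SD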
Target sequence (P51787 whole entry, looked up): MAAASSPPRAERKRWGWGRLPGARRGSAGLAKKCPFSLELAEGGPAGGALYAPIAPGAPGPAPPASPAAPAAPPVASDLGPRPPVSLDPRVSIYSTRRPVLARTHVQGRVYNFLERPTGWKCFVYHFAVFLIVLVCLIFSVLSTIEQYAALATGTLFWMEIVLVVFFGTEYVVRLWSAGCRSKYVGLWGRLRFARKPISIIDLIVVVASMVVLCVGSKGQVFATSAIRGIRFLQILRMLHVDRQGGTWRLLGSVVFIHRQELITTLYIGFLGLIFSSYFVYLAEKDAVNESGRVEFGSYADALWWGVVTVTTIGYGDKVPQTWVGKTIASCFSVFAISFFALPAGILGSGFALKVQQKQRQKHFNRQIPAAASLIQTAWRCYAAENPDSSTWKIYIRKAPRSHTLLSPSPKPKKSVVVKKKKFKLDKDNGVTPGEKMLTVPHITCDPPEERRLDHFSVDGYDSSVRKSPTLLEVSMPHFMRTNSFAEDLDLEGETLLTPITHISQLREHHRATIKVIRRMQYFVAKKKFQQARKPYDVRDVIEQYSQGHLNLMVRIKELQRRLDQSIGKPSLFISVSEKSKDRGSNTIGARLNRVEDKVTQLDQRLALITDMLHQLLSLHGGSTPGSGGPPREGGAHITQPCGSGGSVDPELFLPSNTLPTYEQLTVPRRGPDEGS
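Doses: Single concentration per compound, DMSO matched to controls | Test system: KCNQ1-transfected CHO-K1 cells | Timing: 90 min dye loading and 20 min compound exposure, both at room temperature | Measured by: Kinetic FluxOR thallium fluorescence, 10-s 1-Hz baseline, 110-s post-stimulus read | Medium: Assay buffer with matched DMSO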
TMEM16A act: mouse TMEM16A channel activation, primary screen | Q8BHY3 | HEK293 TMEM16A/YFP-H148Q/I152L, iodide quench fluorescence; stronger effect = lower value | B-score at 10 µM | actives 0.3% (n = 340,000);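 active means fluorescence-ratio B-score plate-corrected deviation score at least 3 library SD below zero, with starting fluorescence score within 5 deviations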;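 further: channel opened by trigger with iodide after compound preincubation; score built on the fluorescence ratio of max minus min over baseline; more negative score means more quench and so TMEM16A activation or potentiation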
KCNK9 inh: inhibitors of human KCNK9 two-pore domain potassium channel | Q9NPC2 | HEK293 KCNK9, FluxOR thallium flux fluorescence; stronger effect = lower value | B-score at 10 µM | actives 1.2% (n = 310,000) | AID 488922;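 active means ratio B-score over 3 SD below the library mean, with starting fluorescence within 5 SD of its mean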;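 further: negative B-score means less thallium flux so channel inhibition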
HDAC3 inh: human HDAC3 inhibition; O15379; recombinant HDAC3, fluorogenic peptide/trypsin coupled, fluorescence; inhibition, % at 8.3 µM; actives 0.15% (n = 320,000); AID 2718; in the data active means inhibition above about 26%, passing the limit was not always enough
hERG protect: compounds protecting human hERG from proarrhythmic drug block. Q12809. CHO-hERG, FluxOR thallium flux, dofetilide IC70 present. activation (rescue from dofetilide block), less the hit threshold, % at 10 µM. actives 0.51% (n = 310,000);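 active means activation above the mean of controls blocked by dofetilide plus 5 SD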;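 further: thallium influx through hERG after potassium depolarization seen as dye fluorescence rise; in these data hits start at about 4.7%; inactives centre near -7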
KCNQ1 inh: human KCNQ1 channel inhibition; CHO-K1 KCNQ1, FluxOR thallium flux fluorescence; stronger effect = higher value; B-score at 10 µM; actives 1.3% (n = 310,000); AID 2642;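 active means compounds whose thallium flux B-score, printed positive for inhibition, exceeds three library SD while starting fluorescence stays within three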;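 further: channel opened by potassium depolarization with thallium stimulus after 20 min compound exposure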
KCNK3 inh: human KCNK3 channel inhibition, primary screen; CHO-KCNK3 thallium flux, FluxOR fluorescence; stronger effect = lower value; B-score at 10 µM; actives 0.84% (n = 340,000);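 active means B-score under library mean minus 4 SD, starting fluorescence ratio at most library mean plus 5 SD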;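 further: more negative B-score means stronger inhibition of thallium flux through KCNK3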
Target sequence (O14649 whole entry, looked up): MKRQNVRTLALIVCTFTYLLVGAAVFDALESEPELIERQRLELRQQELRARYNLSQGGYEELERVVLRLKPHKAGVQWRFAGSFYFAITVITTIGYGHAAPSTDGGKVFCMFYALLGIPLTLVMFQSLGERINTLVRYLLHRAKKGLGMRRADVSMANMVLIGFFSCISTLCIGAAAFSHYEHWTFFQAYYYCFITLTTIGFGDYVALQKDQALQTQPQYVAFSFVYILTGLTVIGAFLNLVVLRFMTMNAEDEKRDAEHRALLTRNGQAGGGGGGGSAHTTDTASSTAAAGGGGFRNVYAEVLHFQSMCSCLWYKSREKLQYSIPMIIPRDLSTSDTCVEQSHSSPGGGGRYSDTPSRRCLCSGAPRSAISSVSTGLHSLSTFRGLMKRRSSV
TMEM16A inh: blocks the mouse calcium-activated chloride channel TMEM16A; actives 1.2% (n = 310,000); Q8BHY3; HEK293 TMEM16A/YFP iodide influx fluorescence, ionomycin; normalized B-score (activity score, 25-100; higher = stronger inhibition) at 10 µM; AID 588511;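 active means ratio plate-corrected score three or more library SD toward inhibition, starting fluorescence score within five deviations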;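 further: score derived from kinetic fluorescence span divided by baseline fluorescence per well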
RGS4 act: RGS4 potentiation or activation. HEK293 M3R/inducible RGS4, carbachol calcium flux Fluo4; stronger effect = lower value. B-score at 10 µM. actives 0.92% (n = 310,000);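 active means B-score of the integrated calcium signal more than 4 SD below the library mean, with starting fluorescence not abnormally high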;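 further: negative B-score means reduced calcium response which marks RGS4 activation or potentiation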
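Assay system: Inducible-RGS4 HEK293 cells carrying M3 receptor | Schedule: Compound preincubation 20 min at room temperature before agonist | Signal: Kinetic calcium fluorescence imaging with Fluo4-AM dye, 2 µM | Read-out basis: B score from integrated fluorescence ratio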
RGS4 inh: inhibitors of human RGS4. P49798. HEK293 M3R/RGS4 inducible, Fluo-4 calcium flux; stronger effect = higher value; triggered by carbachol at its EC20. B-score at 10 µM. actives 0.45% (n = 310,000). AID 463165;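 active means B-score, a plate-corrected calcium signal, over three deviations above library mean, with baseline fluorescence within five deviations of library mean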;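 further: RGS4 expression induced by doxycycline in cells with stable M3 receptor; B-score is computed from the integrated fluorescence ratio over baseline after carbachol; higher B-score means a larger calcium signal and so more RGS4 inhibition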
SKKanGAS inh: blocks kanamycin growth of S. pyogenes SKKanGAS strain; actives 1.3% (n = 300,000); inhibition, % at 7.5 µM; BacTiter-Glo, 6 h;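 active means mean replicate score, as percent of positive control median, at least 50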;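 further: strain carries kanamycin resistance gene driven by streptokinase promoter and grows in 40 µg/ml kanamycin; loss of luminescence reflects streptokinase promoter inhibition or plain growth inhibition; 0% = median of DMSO wells and 100% = positive control at its reference dose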
Numbers without * were called inactive; i = inactive; / = not tested or not shown.

The opening 5 compounds, to show the layout:
molecule | KCNQ1 act | TMEM16A act | KCNK9 inh | HDAC3 inh | hERG protect | KCNQ1 inh | KCNK3 inh | TMEM16A inh | RGS4 act | RGS4 inh | SKKanGAS inh
Cc1ccc(S(=O)(=O)c2c(COC(=O)c3ccccc3Cl)c(-c3ccccc3)nn2C)cc1 | i | i | i | 8 | -3 | i | i | i | i | i | -3
Cc1onc(-c2c(Cl)cccc2Cl)c1C(=O)c1c[nH]c(C(=O)NCCCN2CCOCC2)c1 | i | i | i | -9 | -17 | i | i | i | i | i | -1
CC(C)(C)C(=O)Oc1ccc2cc(-c3ccc4ccccc4n3)c(=O)oc2c1 | i | i | i | -6 | -6 | i | i | i | i | i | -6
COc1ccc(O)c(-c2c(-c3ccc(Cl)cc3)n[nH]c2C)c1 | i | i | i | 12 | -13 | i | i | i | i | i | 2
CCSc1ccc(-c2cccc([N+](=O)[O-])c2)nn1 | i | i | i | -3 | -10 | i | i | i | i | i | -3

Results, previewed entries included:
molecule | KCNQ1 act | TMEM16A act | KCNK9 inh | HDAC3 inh | hERG protect | KCNQ1 inh | KCNK3 inh | TMEM16A inh | RGS4 act | RGS4 inh | SKKanGAS inh
Cc1ccc(S(=O)(=O)c2c(COC(=O)c3ccccc3Cl)c(-c3ccccc3)nn2C)cc1 | i | i | i | 8 | -3 | i | i | i | i | i | -3
Cc1onc(-c2c(Cl)cccc2Cl)c1C(=O)c1c[nH]c(C(=O)NCCCN2CCOCC2)c1 | i | i | i | -9 | -17 | i | i | i | i | i | -1
CC(C)(C)C(=O)Oc1ccc2cc(-c3ccc4ccccc4n3)c(=O)oc2c1 | i | i | i | -6 | -6 | i | i | i | i | i | -6
COc1ccc(O)c(-c2c(-c3ccc(Cl)cc3)n[nH]c2C)c1 | i | i | i | 12 | -13 | i | i | i | i | i | 2
CCSc1ccc(-c2cccc([N+](=O)[O-])c2)nn1 | i | i | i | -3 | -10 | i | i | i | i | i | -3
Cc1ccc(S(=O)(=O)Nc2ccc(N(C)C)cc2)cc1 | i | i | i | 5 | -3 | i | i | i | i | i | 8
COc1ccccc1NC(=O)CCN1C(=O)c2ccccc2C1=O | i | i | i | -7 | -10 | i | i | i | i | i | -3
CC(C)N(C(=O)Cn1cc(S(=O)(=O)CC(=O)Nc2ccccc2)c2ccccc21)C(C)C | i | i | i | 2 | -8 | i | i | i | i | i | -2
COCCNC(=O)c1c(N)n(/N=C/c2cccs2)c2nc3ccccc3nc12 | i | i | i | -1 | -6 | i | i | i | i | i | 12
COc1ccc(NC(=O)c2ccc(-n3cccn3)nc2)cc1 | i | i | i | -5 | -5 | i | i | i | i | i | -11

Look-ups from the entries so far:
Entry for COc1ccc(O)c(-c2c(-c3ccc(Cl)cc3)n[nH]c2C)c1 in SKKanGAS inh: 2
Entry for COCCNC(=O)c1c(N)n(/N=C/c2cccs2)c2nc3ccccc3nc12 in hERG protect: -6
Entry for CC(C)(C)C(=O)Oc1ccc2cc(-c3ccc4ccccc4n3)c(=O)oc2c1 in hERG protect: -6

The results go on:
molecule | KCNQ1 act | TMEM16A act | KCNK9 inh | HDAC3 inh | hERG protect | KCNQ1 inh | KCNK3 inh | TMEM16A inh | RGS4 act | RGS4 inh | SKKanGAS inh
COc1ccc(N=Nc2ccc3ccccc3c2)c(O)c1 | i | i | i | -4 | -9 | i | i | i | i | i | 10
COc1cccc(S(=O)(=O)NCc2ccc(C(=O)NCc3ccco3)cc2)c1 | i | i | i | 4 | -7 | i | i | i | i | i | 1
CN(C)CCCNC(=S)N(CCO)Cc1cc2cc3c(cc2[nH]c1=O)OCO3 | i | i | i | 3 | -11 | i | i | i | i | i | -3
CCN1CCN(c2c(Cl)cccc2NC(=O)c2ccc([N+](=O)[O-])o2)CC1 | i | i | i | -8 | -6 | i | i | i | -7.5* | i | 5
O=C(NCCCO)c1nc2ccccc2s1 | i | i | i | -3 | 0 | i | i | i | i | i | 3
Cc1ccc2cc(S(=O)(=O)NCCCN3CCOCC3)ccc2c1 | i | i | i | -1 | -12 | i | i | i | i | i | 4
COC(=O)c1cn(NC(=O)COc2ccc(Cl)cc2)c(=O)c2ccccc12 | i | i | i | -1 | -5 | i | i | i | i | i | /
Cc1ccnc2nc(C(=O)OCC(=O)NCCc3ccc(Cl)cc3)nn12 | i | i | i | / | 0 | i | i | i | i | i | 3
C#CC(C)OC(=O)C(C)NC(=O)c1ccccc1 (configuration not stated) | i | i | i | 3 | -7 | i | i | i | i | i | 4
Cc1ccc(-c2nc(CS(=O)CC(=O)NCCN3CCOCC3)c(C)o2)cc1 (configuration not stated) | i | i | i | 6 | -9 | i | i | i | i | i | 0

(list continues)
molecule | KCNQ1 act | TMEM16A act | KCNK9 inh | HDAC3 inh | hERG protect | KCNQ1 inh | KCNK3 inh | TMEM16A inh | RGS4 act | RGS4 inh | SKKanGAS inh
c1ccc(-c2noc(CN3CCN(c4ccccc4)CC3)n2)cc1 | i | i | i | 7 | -10 | i | i | i | i | i | -8
CC(C)CCNC(=O)C1CCN(c2nc3ccccc3o2)CC1 | i | i | i | 0 | -8 | i | i | i | i | i | -2
O=C(Nc1cccnc1)c1ccccc1Oc1ccccc1 | i | i | i | 2 | -6 | i | i | i | i | i | -4
CC(C(=O)O)N1C(=O)C2C3c4ccccc4C(c4ccccc43)[C@@H]2C1=O (some centres not stated) | i | i | i | -1 | -12 | i | i | i | i | i | 7
COc1ccc(C2(C(=O)Nc3ccc(S(=O)(=O)Nc4nc(C)cc(C)n4)cc3)CCCC2)cc1OC | i | i | i | 0 | -8 | i | i | i | i | i | 0
Cc1ccccc1NS(=O)(=O)c1ccc2[nH]cc(C(=O)NCCCN3CCOCC3)c(=O)c2c1 | i | i | i | 0 | -3 | i | i | i | i | i | 3
O=C(Nc1c(Cl)ccc2nsnc12)c1ccco1 | i | i | i | 5 | -17 | i | i | i | i | i | 3
COc1ccc(NC2=C(C(C)=O)C(c3ccc(N(C)C)cc3)C(C(C)=O)C(C)(O)C2)cc1 (configuration not stated) | i | i | i | -2 | -7 | i | i | i | i | i | 4
COc1ccc(/C=N/NC(=O)CNc2c(Br)cc(C)cc2Br)c(C(=O)O)c1OC | i | i | i | -6 | -6 | i | i | i | i | i | 10
O=C1CCCC2=C1Sc1ccc(Cl)cc1N2 | i | i | i | 3 | -9 | i | i | i | i | i | 6

Next records follow.
Order of values – KCNQ1 act	TMEM16A act	KCNK9 inh	HDAC3 inh	hERG protect	KCNQ1 inh	KCNK3 inh	TMEM16A inh	RGS4 act	RGS4 inh	SKKanGAS inh
> CCOC(=O)N1CCN(Cc2c(NC(=O)c3ccco3)sc(C)c2C)CC1
    i	i	i	0	-4	i	i	i	i	i	9
> Nc1nc(CN2CCN(C(=O)c3ccco3)CC2)nc(Nc2cccc(Cl)c2)n1
    i	i	i	7	-13	i	i	i	i	i	/
> O=C(NCc1ccncc1)Nc1ccc(F)cc1
    i	i	i	4	1	i	i	i	i	i	-5
> COCCNC(=O)C(c1ccc(C)cc1)N(C(=O)C(=O)NC1CCCC1)c1ccc2c(c1)OCCO2 (configuration not stated)
    i	i	i	-2	-13	i	i	i	i	i	/
> CC(OC(=O)CCCOc1ccccc1)C(=O)Nc1ccc(Cl)cn1 (configuration not stated)
    i	i	i	-6	-13	i	i	i	i	i	1
> CN(CC(=O)Nc1sccc1C#N)C1CCCCC1
    i	i	i	5	-5	i	i	i	i	i	2
> N#C/C(=C(/O)COC(=O)c1ccc(C#N)cc1)c1nc2ccccc2s1
    i	i	i	5	-1	6*	i	25*	i	i	26
> Cc1ccc(C)c(C(=O)CSc2nnnn2C(C)C)c1
    i	i	i	9	-13	i	i	i	i	i	-8
> Cc1ccc(S(=O)(=O)NCC(C)NS(=O)(=O)c2ccc(C)cc2)cc1 (configuration not stated)
    i	i	i	0	-12	i	i	i	i	i	-1
> CC(C)OC(=O)CC1C(=O)NCCN1C(=S)NC(=O)c1cccs1 (configuration not stated)
    i	i	i	5	-13	i	i	i	i	i	3

Continued:
Order of values – KCNQ1 act	TMEM16A act	KCNK9 inh	HDAC3 inh	hERG protect	KCNQ1 inh	KCNK3 inh	TMEM16A inh	RGS4 act	RGS4 inh	SKKanGAS inh
> Cc1n[nH]c(=O)c2c(NC(=O)COC(=O)c3ncc(Cl)c(Cl)c3Cl)oc(C)c12
    i	i	i	-4	-13	i	i	i	i	i	1
> CCn1c(=O)c2c(nc3n2CCN3c2ccccc2)n(C)c1=O
    i	i	i	1	-6	i	i	i	i	i	-1
> O=c1c2ccccc2[nH]c(=S)n1CCN1CCCC1
    i	i	i	3	-10	i	i	i	i	i	-7
> O=C(O)c1ccc(N2C(=O)CSC2c2cccc([N+](=O)[O-])c2)cc1 (configuration not stated)
    i	i	i	-4	-19	i	i	i	i	i	1
> CS(=O)(=O)N1CCN(c2nc3ccccc3s2)CC1
    i	i	i	-1	-10	i	i	i	i	i	-4
> CCOc1ccccc1NC(=S)N1CCC(NC(=O)c2ccco2)CC1
    i	i	i	-1	-5	i	i	i	i	i	/
> COc1cc(NS(=O)(=O)c2ccc(C)cc2C)cc(OC)c1OC
    i	i	i	1	-25	i	i	100*	i	i	-3
> O=C(COc1ccc(/C=N/NC(=O)c2cc3ccccc3o2)cc1Br)Nc1ccccc1
    i	i	i	-5	0	i	i	i	i	i	9
> Cc1nn(C)c(C(=O)Nc2ccn(Cc3c(F)c(F)cc(F)c3F)n2)c1[N+](=O)[O-]
    i	i	i	-5	-12	i	i	i	i	i	3
> CCOc1ccc(NC(=S)Nc2cc(OC)c(Cl)cc2OC)cc1
    i	i	i	-2	-8	i	i	i	i	i	-4
> CCOC(=O)Cc1c(C)nc2c(-c3ccc(OC)cc3)c(C)nn2c1C
    i	i	i	-6	-10	i	i	i	i	i	15
> CCc1ccc(OCC(=O)N2c3ccccc3CCc3ccccc32)cc1
    i	i	i	1	-16	i	i	i	i	i	9
> COc1cccc(CN(C)CC(=O)Nc2ccccc2C(=O)Nc2ccccc2)c1
    i	i	i	-3	-4	i	i	i	i	i	12

High-throughput results deposited in PubChem by several laboratories.
